# dFosB act: enhances mouse delta FosB homodimer DNA binding. purified delta FosB, TAMRA-CDK5 oligo fluorescence polarization; percent of positive-control signal above neutral wells. activation, % at 25 µM. 340,000 tested, 0.99% active;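 active = mean activation above about 17%, with every replicate also reaching it, limit read from the data, passing the limit was not always enough; inconclusive = only one of the two conditions met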;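 also: fluorescence polarization rise as delta FosB binds a TAMRA Cdk5 AP-1 oligo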
# PvdQ acylase: P. aeruginosa PvdQ acylase inhibition; inhibition, % at 10 µM; purified PvdQ acylase, fluorescence plate reader; AID 488965; 340,000 tested, 0.063% active; in the data active = inhibition above about 30%, passing the limit was not always enough; inconclusive = no clear call, values can overlap the other calls;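 also: 0% = vehicle neutral wells and 100% = reference inhibitor wells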
# HTR5A ag ctr: counter-screen for OPRM1-OPRD1 agonists: human HTR5A agonism | P47898 | HTR5A agonist assay, luminescence, cell-based | activation, % at 9.3 µM | 340,000 tested, 0.61% active; in the data active = activation mostly above about 9.5%, no sharp cut-off; inactive = mostly below about 7.6%;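 also: 0% = cells with vehicle only and 100% = reference agonist; strong numbers were not always called active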
# Target sequence (P47898 whole entry, looked up): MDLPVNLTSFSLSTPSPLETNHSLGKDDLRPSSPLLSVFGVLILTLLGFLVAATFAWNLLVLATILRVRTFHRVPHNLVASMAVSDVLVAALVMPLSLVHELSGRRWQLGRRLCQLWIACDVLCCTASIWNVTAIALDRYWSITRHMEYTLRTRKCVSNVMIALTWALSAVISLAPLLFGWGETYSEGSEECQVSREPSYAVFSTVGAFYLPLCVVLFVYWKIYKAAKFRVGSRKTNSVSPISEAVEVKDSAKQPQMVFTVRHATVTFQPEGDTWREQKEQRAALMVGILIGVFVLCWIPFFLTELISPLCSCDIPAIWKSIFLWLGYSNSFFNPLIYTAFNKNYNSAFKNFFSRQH
# SR-BI DiI-HDL act: enhances SR-BI lipid uptake from DiI-HDL; CHO ldlA[mSR-BI] cells, DiI-HDL uptake fluorescence, 3 h; 100 = double the neutral-control signal; activation, % at 12.5 µM; 320,000 tested, 0.096% active;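 active = mean replicate activation of at least 60% and every replicate at or above 60%; inconclusive = mean or all-replicate condition met, but not both; inactive = mean below 60% and not all replicates reaching 60%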;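 also: 0% = median plate neutral-control signal and 100% = twice that signal; values of inactives mirror those of a sister screen read the other way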
#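 System: CHO ldlA[mSR-BI] cells / Medium: HEPES-buffered (25 mM, pH 7.4) F12 plus 0.5% BSA / Probe or stimulus: labelled HDL, 10 µg/mL / Doses: single compound concentration, delivered by pin transfer / Schedule: 3 h, 37 °C / Measured by: DiI fluorescence, bottom read / Measure: cell-associated DiI fluorescence as measure of HDL uptake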
# RTF Ca sens act: cardiac RTF calcium sensitization. IANBD-labeled TnC RTF fluorescence at EC20 calcium; 0% EC20 calcium, 100% full calcium. activation, % at 7.2 µM. 340,000 tested, 0.24% active. AID 493008;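 active = activation above the mean over all tested compounds plus 3 SD, cut at about 30% in these data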;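 also: rise in fluorescence read as greater calcium sensitivity of cardiac thin filaments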
# Wnt act: activates Wnt/beta-catenin signaling in a reporter cell assay | activator, plate reader | activation, % at 9.35 µM | 300,000 tested, 1.2% active; in the data active = activation above about 30%, passing the limit was not always enough; inconclusive = no clear call, values can overlap the other calls;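 also: 0% = neutral control wells and 100% = positive control wells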
# MITF act: activators of MITF-driven TRPM1 promoter activity in SK-MEL-5 cells | AID 588334 | SK-MEL-5 TRPM1-promoter luciferase, 24 h; % of positive control, neutral wells = 0 | 300,000 tested, 0.75% active | activation, % at 12.5 µM;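 active = mean activation of at least 80% with every replicate also reaching 80%; inconclusive = mean reaches 80% but some replicate falls short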;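 also: 0% = neutral control wells and 100% = parthenolide positive control wells; values of inactives mirror those of a sister screen read the other way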
# CDK5 inh: CDK5/p35 (human) kinase inhibition. Recombinant CDK5/p35, ADP-Glo luminescence, 60 min. inhibition, % at 10 µM. 330,000 tested, 0.01% active;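 active = highest replicate inhibition of at least 50% and at least 75% of replicates reaching 50%; inconclusive = only one of the two criteria met; inactive = both criteria failed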;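 also: plate controls were DMSO neutral control for no effect and GW8510 at 10 µM for full effect; many of its hits are not listed in these tables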
# SR-BI HDL uptake: inhibitors of mouse SR-BI mediated HDL lipid uptake; Q61009; ldlA[mSR-BI] CHO cells, DiI-HDL uptake fluorescence, 3 h; AID 488896; inhibition, % at 12.5 µM; 320,000 tested, 0.96% active;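 active = mean replicate inhibition of at least 70% and a set share of replicates each scoring 70 or more; inconclusive = meets just one of the two criteria; inactive = fails both criteria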;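 also: 0% = median of neutral control wells and 100% = median of positive control wells; values of inactives mirror those of a sister screen read the other way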
# Target sequence (Q61009 whole entry, looked up): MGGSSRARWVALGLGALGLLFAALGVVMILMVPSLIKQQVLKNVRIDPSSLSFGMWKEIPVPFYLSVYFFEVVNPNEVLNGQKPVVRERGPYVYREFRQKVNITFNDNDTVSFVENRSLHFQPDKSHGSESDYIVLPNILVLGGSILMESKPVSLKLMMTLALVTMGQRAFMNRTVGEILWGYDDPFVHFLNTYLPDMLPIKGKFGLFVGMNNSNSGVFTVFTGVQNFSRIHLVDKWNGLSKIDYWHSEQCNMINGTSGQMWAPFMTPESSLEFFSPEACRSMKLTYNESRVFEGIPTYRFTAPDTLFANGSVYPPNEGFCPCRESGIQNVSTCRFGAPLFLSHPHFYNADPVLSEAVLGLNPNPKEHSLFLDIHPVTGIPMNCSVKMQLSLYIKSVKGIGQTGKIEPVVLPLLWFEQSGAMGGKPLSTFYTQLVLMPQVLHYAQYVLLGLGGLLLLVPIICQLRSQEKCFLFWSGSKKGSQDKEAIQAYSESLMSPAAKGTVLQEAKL
# Rtt109 Vps75: blocks Candida albicans Rtt109/Vps75 acetyltransferase activity | purified Rtt109/Vps75, ThioGlo CoA-SH fluorescence, 4 h | inhibition, % at 34.9 µM | 330,000 tested, 0.16% active | AID 540336;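 active = inhibition of at least 50% in every replicate; inconclusive = best replicate reaches 50% inhibition but some replicates fall short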
# The depositor's hits bear a star; ? = inconclusive; / = not tested or not shown.
SMILES,dFosB act,PvdQ acylase,HTR5A ag ctr,SR-BI DiI-HDL act,RTF Ca sens act,Wnt act,MITF act,CDK5 inh,SR-BI HDL uptake,Rtt109 Vps75
O=C(CCN1C(=O)C2C3C=CC(C3)C2C1=O)NCCN1CCCc2ccccc21 (stereo not given),-0.8,-5.0,-0.8,-4.7,1.5,/,-1.7,-0.5,4.7,-1.5
COc1cc(C2C(C(=O)c3ccc(C)o3)=C(O)C(=O)N2CCc2ccccc2)ccc1O (stereo not given),-0.8,-4.2,-1.1,4.3,6.3,/,6.8,-0.7,-4.3,2.8
CC(=O)NC(=S)Nc1sc2c(c1C(N)=O)CCC(C)C2 (stereo not given),-4.3,-0.3,-3.7,-63.1,-0.2,/,42.0,0.8,63.1,-0.5
Cn1c(=O)c2c(nc(SCCN3CCOCC3)n2Cc2ccccc2Cl)n(C)c1=O,-3.3,-11.1,1.7,/,-3.6,1.4,/,-0.4,/,-5.5
COc1ccc(/C=N/NC(=O)c2cccc(NC(=O)c3ccccc3Cl)c2)c(OC)c1,4.3,-0.3,-2.2,-76.6,7.8,2.7,-6.1,0.8,76.6*,3.9
Brc1ccc2c(c1)C(c1cccnc1)=NNC(c1cccs1)=N2,-1.6,-12.9,1.0,-9.8,10.3,/,-3.8,-2.5,9.8,-8.6
Cn1cc(C(=O)OCC2CCN(CCNS(C)(=O)=O)CC2)c2ccccc21,3.3,-12.7,0.6,-12.1,-0.8,-1.6,-1.6,-1.0,12.1,-8.3
COc1cccc(/C=C2/SC(=S)N(CC(=O)NNC(=O)c3ccccc3OC)C2=O)c1,-0.8,-12.6,4.7,/,-0.2,0.3,-23.6,-1.4,/,-7.0
COc1cccc(C2N=C(c3ccccc3C)NO2)c1OC (stereo not given),-13.0,11.4,0.0,/,-1.9,21.0,31.7,2.8,/,?
Clc1cccc(Cl)c1Cn1c(-c2cccnc2Cl)nc2ccccc21,-2.9,5.3,2.4,15.5,3.0,-0.2,0.2,1.0,-15.5,9.2
O=C(O)Cc1ccc(NC(=O)c2ccc3c(c2)C(=O)N(Cc2ccco2)C3=O)cc1,-9.2,3.6,-1.1,4.4,-6.4,-1.9,-0.8,0.7,-4.4,2.9
Cc1ccc(NC(=O)COC(=O)CCC2CCCC2)cc1S(=O)(=O)N1CCOCC1,-9.5,-1.0,5.5,10.2,-8.3,-2.6,0.5,-5.6,-10.2,0.0
Cn1cccc1CC(=O)NNC(=O)Nc1cccc(Cl)c1,-2.7,-13.2,2.3,22.0,0.7,-4.7,-4.0,0.1,-22.0,1.0
CCOc1ccc(NC(=O)C(NC(=O)C2CCC(C)CC2)C(C)C)cc1 (stereo not given),-1.4,-4.2,1.6,-15.8,2.4,-0.6,4.2,1.0,15.8,-7.0
CCN(CC(=O)NCc1cccs1)C(=O)c1ccc(-c2ccccc2F)o1,-11.6,-7.9,-3.1,13.3,0.2,-2.1,24.3,-0.3,-13.3,1.5
O=C(Nc1ccc(F)cc1)N1CCN2C(=O)c3ccccc3C12c1ccccc1 (stereo not given),0.2,14.5,-5.7,-12.4,2.9,/,-9.1,-1.0,12.4,3.0
COc1ccc(S(=O)(=O)N(C)c2ccc(C(=O)N3CCCCC3)cc2)cc1,3.7,-7.1,1.2,-29.0,-3.3,3.2,-18.1,0.3,29.0,4.9
Cc1ccc(/C=C/c2nc3sc(C(=O)O)c(C)c3c(=O)[nH]2)cc1[N+](=O)[O-],-1.0,-5.9,3.6,-10.0,-10.4,-2.4,3.7,2.4,10.0,-6.0
Cc1ccc(/C=C/C(=O)O)cc1S(=O)(=O)Nc1ccc(C(=O)O)cc1,2.1,-9.3,-0.9,/,-1.6,-2.1,9.5,0.0,/,-7.9
CCCCN(CCCNC(=O)C1CCCN(S(=O)(=O)CC)C1)Cc1ccccc1 (stereo not given),-1.0,-9.8,1.5,8.2,5.5,-1.9,1.3,1.5,-8.2,1.9
O=C(O)c1ccc2c(c1)N(Cc1ccc(F)cc1)C(=O)c1ccccc1S2,8.5,-11.3,1.4,4.6,-0.4,-0.4,7.7,-4.3,-4.6,8.3
Cc1ccc(S(=O)(=O)N(C)CCCC(=O)N2CCOCC2)cc1,-2.9,-13.5,-2.0,10.0,5.6,-0.4,7.1,1.3,-9.9,6.8
N/C(=N\N=Cc1ccc2c(c1)OCO2)NN=Cc1ccc2c(c1)OCO2,42.0*,-7.5,-2.0,7.8,4.5,11.2,-65.3,-0.7,-7.8,-2.6
Cc1ccc(S(=O)(=O)NCC2CCCO2)cc1 (stereo not given),-0.7,-9.9,3.9,-10.8,5.6,3.2,-6.3,0.2,10.8,3.3
O=C1NC(c2ccccc2)=C(c2nc3ccccc3s2)C(c2ccc(F)cc2)N1 (stereo not given),-9.7,3.7,3.7,11.0,3.1,/,/,-1.9,-11.0,4.0

# Overlap with the part before: two entries, then new ones.
SMILES,dFosB act,PvdQ acylase,HTR5A ag ctr,SR-BI DiI-HDL act,RTF Ca sens act,Wnt act,MITF act,CDK5 inh,SR-BI HDL uptake,Rtt109 Vps75
Cc1ccc(S(=O)(=O)NCC2CCCO2)cc1 (stereo not given),-0.7,-9.9,3.9,-10.8,5.6,3.2,-6.3,0.2,10.8,3.3
O=C1NC(c2ccccc2)=C(c2nc3ccccc3s2)C(c2ccc(F)cc2)N1 (stereo not given),-9.7,3.7,3.7,11.0,3.1,/,/,-1.9,-11.0,4.0
CSCCC(NC(=O)C12CC3CC(CC(C3)C1)C2)C(=O)OCC(=O)c1ccc(Cl)cc1 (stereo not given),-6.9,4.4,6.2,16.0,-4.1,-4.7,-16.9,3.1,-16.0,7.7
COc1ccc(S(=O)(=O)N(C)C2CCN(C)CC2)cc1,3.3,0.8,4.7,262.8*,5.0,-0.2,/,-0.1,-262.8,-10.4
COc1ccc(OCc2cc(C(=O)N(C)Cc3cc(C)no3)no2)c(Cl)c1,-3.9,-10.4,-4.5,-17.7,-0.5,4.1,46.6,-1.2,17.7,-8.7
CCCCN1C(=O)c2ccc(C(=O)Nc3cccnc3)cc2C1=O,-3.5,-10.1,6.6,6.8,-1.9,/,5.0,-0.9,-6.8,-12.0
COc1cc(C(=O)OCC(=O)N2CCN(C(C)=O)CC2)ccc1OCC(C)C,-1.4,-19.3,2.7,-1.2,0.6,3.7,-0.3,1.4,1.2,-4.1
NC(=NC(=O)c1ccccc1)N1N=CCC1c1ccccc1 (stereo not given),-9.4,-8.4,1.4,-7.5,6.9,-1.5,5.1,-3.3,7.5,-2.1
CC1(C)CC(=O)C(C=Nc2ccc(Cl)cn2)=C(O)C1,-5.9,-4.6,0.7,-4.4,-0.7,0.7,-2.8,-2.0,4.4,-2.7
O=C(NCCc1ccccc1)[C@@H]1CC=C[C@@H]2CCN(C3CCCCC3)C(=O)[C@@H]21,-2.6,-4.8,-0.3,-20.7,0.8,0.2,-7.4,-1.1,20.7,2.2
Cc1cccc(Nc2cc(C)nc3ccccc23)c1,-4.6,-4.3,2.1,-13.8,1.2,0.7,/,0.3,13.8,1.8
Cc1ccc(NC(=O)CSc2nnc(-c3ccncc3)n2C)cc1S(=O)(=O)N1CCOCC1,2.9,1.8,2.1,0.3,3.8,-1.8,-16.0,-0.1,-0.3,-4.3
Cc1nn(-c2ccccc2)c(C)c1/C=N/NC(=O)c1cc(-c2cccs2)[nH]n1,-5.3,9.3,7.2,-79.7,-7.7,-6.3,-19.5,-0.4,79.7*,10.1
COc1ccc(CN(C)CC(=O)NC(C)c2ccccc2)cc1OC (stereo not given),6.4,7.9,0.3,23.2,-4.2,0.3,-3.2,-0.3,-23.2,-1.4
CO[C@@]1(NC(=O)Cc2cccs2)C(=O)N2C(C(=O)O)=C(COC(N)=O)CS[C@@H]21,-9.5,-3.0,-0.5,-2.1,1.7,-5.2,-8.3,-2.4,2.1,3.9
CCOC(=O)c1sc2nc(CC(=O)OC)nc(NCC(=O)OC)c2c1C,-13.9,10.6,-1.4,13.5,-2.0,-1.1,5.3,1.4,-13.5,3.0
NS(=O)(=O)c1ccc(CNC(=O)/C=C/c2ccccc2)cc1,-4.0,1.2,-0.8,9.0,-3.9,/,-3.4,0.3,-9.0,9.5
CCN(CC)C(=O)[C@H]1C[C@H](CC(=O)NC/C=C(\C)CCC=C(C)C)C(=O)N2CCc3c([nH]c4cc(-c5ccco5)ccc34)[C@]12C,-18.5,12.6,-2.0,15.9,-5.9,-3.1,-10.6,-0.7,-15.9,-5.2
Cc1ccc(NC(=O)CN2C(=O)CCSc3ccc(S(=O)(=O)N4CCCC4)cc32)cc1,2.9,-8.4,-0.8,7.3,-3.5,0.4,11.9,0.2,-7.3,-3.2
CC[C@]12c3[nH]c4ccc(OC)cc4c3CCN1C(=O)C(CC(=O)NCCc1ccccn1)C[C@@H]2C(=O)N1CCN(C(=O)c2ccco2)CC1 (stereo not given in full),-2.5,-11.2,0.0,28.6,-3.2,-1.8,18.1,2.4,-28.6,-6.3
COc1cc(S(=O)(=O)NC2CCSc3ccccc32)ccc1NC(C)=O (stereo not given),-3.1,6.4,-4.7,7.4,-6.0,-0.1,-2.1,1.0,-7.4,1.6
Cc1ccc(-c2csc(NC(=O)/C=C/c3cccs3)n2)cc1C,-8.2,-14.9,1.6,-25.5,-1.3,0.3,-9.1,0.8,25.5,-6.7
CCOc1ccc(N(CC(=O)Nc2ccccc2OC)S(=O)(=O)c2ccccc2)cc1,-7.2,-17.0,1.9,-26.4,-0.1,-0.7,/,-0.2,26.4,6.5
CCN(CC)CCNC(=S)Nc1ccc2nc3n(c(=O)c2c1)CCCCC3,-2.2,-10.2,0.3,-9.5,-4.1,2.1,5.2,1.0,9.5,4.2
O=C(COc1ccc(S(=O)(=O)N2CCCC2)cc1Cl)NCc1cccnc1,-5.0,-3.2,2.1,6.5,-1.2,13.4,7.5,-0.9,-6.5,-2.2
CC(C)N(Cc1ccccc1)C(=O)COC(=O)c1cc(S(=O)(=O)N(C)C)ccc1N1CCCC1,-9.1,-0.9,0.6,-1.7,-7.2,0.4,-2.4,2.7,1.7,/
O=C(NCc1ccccc1Cl)C1CCN(S(=O)(=O)N2CCCC2)CC1,0.5,-2.6,0.1,-12.1,-5.3,-2.7,-7.7,1.4,12.1,3.0
CC(=O)C1=C(C)Nc2ncnn2C1c1ccc(Cl)cc1Cl (stereo not given),3.3,-14.1,-0.8,-2.4,12.7,-0.6,2.4,0.2,2.4,-16.4
NS(=O)(=O)c1ccc(N=Cc2c(O)n(-c3nccs3)c(=O)c3ccccc23)cc1,-28.7,3.2,5.3,-14.0,2.7,10.8,4.1,0.4,14.0,30.4

# Single entries from the list.
# CO[C@@]1(NC(=O)Cc2cccs2)C(=O)N2C(C(=O)O)=C(COC(N)=O)CS[C@@H]21 in RTF Ca sens act is entered as 1.7
# COc1ccc(/C=N/NC(=O)c2cccc(NC(=O)c3ccccc3Cl)c2)c(OC)c1 in dFosB act is entered as 4.3

# Screens from PubChem BioAssay.
